# High-throughput results (PubChem BioAssay)
# SENP8 block-1 = human SENP8 protease inhibitors, primary screen, biochemical, fluorescence, Nedd8 protein substrate, uHTS | Sentrin-specific protease 8 (Homo sapiens), Q96LD8 | recombinant SENP8 | inhibition, % at 20 µM | actives 0.64% (n = 360,000) | AID 602440, 2012; in the data active means inhibition mostly above about 40%, no sharp cut-off; inactive means mostly below about 27%
# Target sequence (Q96LD8 whole entry, looked up): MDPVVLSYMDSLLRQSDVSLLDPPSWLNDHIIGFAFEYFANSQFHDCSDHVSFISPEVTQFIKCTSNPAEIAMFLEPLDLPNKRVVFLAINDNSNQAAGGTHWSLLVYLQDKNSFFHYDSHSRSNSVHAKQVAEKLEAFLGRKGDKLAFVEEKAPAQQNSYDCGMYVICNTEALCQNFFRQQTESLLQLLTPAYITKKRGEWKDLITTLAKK
# SENP8 block-2 = SENP8 protease inhibitors, primary screen, biochemical, luminescence. Sentrin-specific protease 8 (Homo sapiens), Q96LD8. purified SENP8, Z-RLRGG-aminoluciferin cleavage. inhibition, % at 10 µM. actives 1.2% (n = 330,000). AID 2540, 2010; in the data active means inhibition above about 50%
# HKDC1 inhibitor = HKDC1 hexokinase inhibitors, primary screen, biochemical, fluorescence, uHTS; recombinant HKDC1, G6PDH/diaphorase resazurin coupled fluorescence; inhibition, % at 20 µM; actives 0.16% (n = 340,000); AID 493160, 2011;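 active means inhibition above about 35% when tested at 20 µM, limit read from the data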;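 further: plate controls were DMSO wells with enzyme for no effect and DMSO wells lacking enzyme for full effect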
#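 System: Recombinant HKDC1 hexokinase | Amount: HKDC1 at 5 µg/mL | Reagent: Glucose with 1 mM ATP | Doses: Single 20 µM dose | Incubation: Reaction time 90 min, room temperature, protected from light | Signal: Coupled resazurin fluorescence, excitation 525 nm, emission 613 nm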
# PfGluPho inh = PfG6PD enzyme inhibitors, primary screen, biochemical, fluorescence intensity, uHTS | PfGluPho enzyme, NADPH resazurin-diaphorase fluorescence | actives 0.78% (n = 350,000) | glucose-6-phosphate dehydrogenase-6-phosphogluconolactonase (Plasmodium falciparum 3D7) | inhibition, % at 20 µM | AID 504690, 2011;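 active means inhibition reaching at least a set limit at 20 µM in the primary screen, cut at about 59% in these data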;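 further: 0% = DMSO wells with substrate and 100% = DMSO wells lacking glucose-6-phosphate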
# SENP1 FRET inh = human SENP1 catalytic domain inhibitors, primary screen, biochemical, FRET, uHTS | recombinant SENP1 catalytic domain, CyPet-SUMO1-YPet FRET cleavage | inhibition, % at 10 µM | Sentrin-specific protease 1 (Homo sapiens), Q9P0U3 | actives 0.21% (n = 360,000);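 active means inhibition at least 30% at 10 µM, raw YFP signal under a set limit, fluorescence ratio 0.5 to 1.5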;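 further: 0% = enzyme with DMSO and 100% = no enzyme wells; some results filed as inactive read as strong as hits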
#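 Test system: recombinant human SENP1 catalytic domain, His6-tagged / Medium: pH 8 Tris buffer with EDTA, NaCl, BME, BSA, NP40, catalase / Also added: SUMO1 FRET substrate flanked by Cypet and Ypet, 25 nM / Times: 50 min reaction at room temperature / Signal: FRET, CFP and YFP emission / Control set: no-enzyme low control and enzyme-plus-DMSO high control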
# SENP6 inh = SENP6 protease inhibitors, primary screen, biochemical, luminescence, uHTS; Recombinant SENP6 catalytic domain, aminoluciferin luminescence; Sentrin-specific protease 6 (Homo sapiens), Q9GZR1; inhibition, % at 10 µM; actives 1.8% (n = 330,000); AID 2599, 2010;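 active means inhibition above about 50% at the single tested dose, limit read from the data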;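 further: plate controls were DMSO wells with enzyme for no effect and DMSO wells lacking enzyme for full effect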
# Target sequence (Q9GZR1 628-1112 limits assumed): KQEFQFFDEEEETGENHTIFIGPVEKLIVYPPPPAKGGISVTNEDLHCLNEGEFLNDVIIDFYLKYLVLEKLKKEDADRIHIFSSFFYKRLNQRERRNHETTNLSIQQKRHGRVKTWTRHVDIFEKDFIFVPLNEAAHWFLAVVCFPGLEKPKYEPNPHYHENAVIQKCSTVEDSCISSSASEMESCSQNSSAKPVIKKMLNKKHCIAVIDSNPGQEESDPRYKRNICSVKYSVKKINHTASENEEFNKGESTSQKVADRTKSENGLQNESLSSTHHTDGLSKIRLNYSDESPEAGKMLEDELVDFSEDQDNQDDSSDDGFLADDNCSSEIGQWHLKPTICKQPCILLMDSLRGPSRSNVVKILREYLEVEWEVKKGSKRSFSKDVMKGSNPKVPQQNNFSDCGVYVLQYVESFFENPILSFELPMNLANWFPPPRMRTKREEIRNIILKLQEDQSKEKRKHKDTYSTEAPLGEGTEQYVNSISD
# beta cell repl = inducers of MIN6 beta-cell proliferation, primary screen, ATP luminescence, uHTS; AID 2380, 2010; MIN6 cells proliferation, ATPlite luminescence, 48 h; cells starved in 0.2% serum; 100% = growth in 10% serum; proliferation, % at 10 µM; actives 0.29% (n = 330,000);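 active means compounds whose signal lies at least 3.5 SD above the mean of all wells on their plate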;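 further: 0% = DMSO-treated cells in low-serum medium and 100% = 10% serum control; some compounds called inactive have numbers as strong as hits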
# UBC13 polyUb = UBC13 polyubiquitin chain formation inhibitors, primary screen, biochemical, TR-FRET, uHTS | inhibition, % at 20 µM | AID 485273, 2010 | actives 0.47% (n = 330,000) | Ubiquitin-conjugating enzyme E2 N (Homo sapiens), P61088; in the data active means inhibition above about 45%, passing the limit was not always enough
# SENP7 block = SENP7 protease inhibitors, primary screen, biochemical, luminescence, uHTS; AID 434973, 2010; Sentrin-specific protease 7 (Homo sapiens), Q9BQF6; actives 1.5% (n = 330,000); recombinant SENP7, Z-RLRGG-aminoluciferin luminescence, 40 min; inhibition, % at 5 µM;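 active means inhibition above about 50% at the single test dose, limit read from the data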;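 further: plate controls were DMSO with enzyme for no effect and no enzyme buffer wells for full effect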
# Target sequence (Q9BQF6 706-1050 limits assumed): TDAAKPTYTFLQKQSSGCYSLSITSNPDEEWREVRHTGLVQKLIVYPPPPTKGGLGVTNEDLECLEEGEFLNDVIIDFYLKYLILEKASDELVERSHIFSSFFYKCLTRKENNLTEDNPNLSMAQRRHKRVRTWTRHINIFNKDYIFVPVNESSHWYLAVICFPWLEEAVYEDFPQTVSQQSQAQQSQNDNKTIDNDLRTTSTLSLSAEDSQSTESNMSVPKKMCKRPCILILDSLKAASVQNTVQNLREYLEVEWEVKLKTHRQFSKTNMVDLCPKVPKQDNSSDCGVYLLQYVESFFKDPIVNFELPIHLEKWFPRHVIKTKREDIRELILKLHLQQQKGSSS
# * marks the source's active call; other numbers are inactive results; x = no result given.
SMILES,SENP8 block-1,SENP8 block-2,HKDC1 inhibitor,PfGluPho inh,SENP1 FRET inh,SENP6 inh,beta cell repl,UBC13 polyUb,SENP7 block
CON(C)S(=O)(=O)c1ccc2c(c1)N(Cc1ccc(C)cc1)C(=O)C1CCCN21 (stereo not drawn),-122,6,-8,-2,-26,-11,1,-4,2
CSC1=NSC2=NC(=O)/C(=C\c3ccc(OC(=O)c4ccco4)cc3)C(=N)N12,15,91*,23,-32,-118,89*,-2,-8,37
CCC(C)(C)n1nnnc1C(CC(C)C)N1CCC(C(N)=O)CC1 (stereo not drawn),34,2,3,9,-17,4,0,-4,-6
COc1ccc(OCC(=O)OCCN2C(=O)c3ccccc3C2=O)cc1,11,-3,-2,-12,1,-15,3,6,2
CCN1CCN(C(=O)c2ccc(C(F)(F)F)cc2)CC1,8,-7,-7,-3,-1,-7,-1,-10,0
CC(C)(C)NC(=O)CSC(=Nc1cccc(F)c1)NC#N,-11,-4,-4,7,-66,15,2,-1,3
CCCNC(=O)c1ccc2c(=O)c(O)c(C)[nH]c2c1,-447,4,-4,1,0,-7,-5,9,1
O=C(c1cccc(S(=O)(=O)NCc2ccccc2)c1)N1CCN(c2ccccc2Cl)CC1,7,x,2,20,3,x,x,x,x
CCN1CCN(c2nc3sc4c(c3c3ncnn23)CC(C)CC4)CC1 (stereo not drawn),12,0,2,0,-3,-16,-2,17,7
COC(=O)C1CCN(C(=O)COC(=O)C2CCN(S(=O)(=O)c3c(Cl)cccc3Cl)CC2)CC1,0,3,-1,0,-2,2,-4,3,-1
O=C(Cc1ccc([N+](=O)[O-])cc1)Nc1ccc(Br)cn1,6,-5,-2,0,1,9,-1,1,-6
CC(=O)Nc1ccc(C(=O)N/N=C/c2ccc(F)cc2)cc1,5,-4,10,-15,-1,-21,-2,-5,-8
c1ccc(-c2nc3ccccc3c3nncn23)cc1,17,-2,-6,3,-3,-9,-2,-1,-3
O=C(Nc1ccc2nc3n(c(=O)c2c1)CCCCC3)C(=O)N1CCN(c2ccccc2)CC1,13,9,1,-7,-1,1,-2,6,0
O=C(NCCc1ccccc1)C1COc2ccccc2O1 (stereo not drawn),20,-4,-2,0,2,-25,3,7,-2
COc1cc(/C=C2\C(=O)NN(c3ccccc3)C2=O)ccc1OCC(N)=O,x,2,x,x,x,-2,0,-18,-4
Cc1cc2cc(OCc3ccccc3)ccc2n1C,13,-32,8,-1,2,50*,0,1,19
COc1ccc(N/C=C(\C2OC(=O)c3ccccc32)[N+](=O)[O-])cc1 (stereo not drawn),14,-3,6,-23,1,-31,-1,-15,-3
CCc1ccccc1OCC(=O)Nc1cccc(S(=O)(=O)NC2=NCCCCC2)c1,9,0,-2,-5,0,3,2,-3,6
C[C@](N)(Cc1ccc(O)c(O)c1)C(=O)O,13,x,-2,32,-5,x,x,x,x
NC(=O)C[n+]1cccc(C(=O)Nc2ccccc2)c1,13,-5,1,6,10,12,5,-6,-11
COCC(=O)OCn1nnc2ccccc2c1=O,19,-3,-7,7,0,-19,0,-4,6
CC(=O)C[C@@H](O)CC(=O)[C@@H]1OC(=O)[C@@H](C)C/C=C\Cc2ccccc21,3,-1,-4,18,1,-16,-1,17,-5
CC(Sc1ccccc1)C(=O)NN=C1CCN(C)CC1 (stereo not drawn),11,0,-7,4,0,8,-1,10,-2
Cc1noc(C)c1NC(=O)N(C)C[C@@H]1Oc2c(NC(=O)c3ccncc3)cccc2C(=O)N([C@H](C)CO)C[C@@H]1C,7,2,-3,46,-1,13,1,0,4

# New compounds follow
SMILES,SENP8 block-1,SENP8 block-2,HKDC1 inhibitor,PfGluPho inh,SENP1 FRET inh,SENP6 inh,beta cell repl,UBC13 polyUb,SENP7 block
Cc1ccc(S(=O)(=O)N(C)CC(=O)OCC(=O)c2ccc3c(c2)NC(=O)CO3)cc1,-7,-3,-1,0,5,7,-2,3,-4
N#C/C(=C\c1ccc(OC(F)F)cc1)C(=O)N1CCCCC1,17,5,2,-9,1,8,-3,8,10
CC(=O)Nc1ccc(NC(=O)COc2ccc(Cl)cc2Cl)cc1,20,1,-1,-12,2,-9,-4,0,-5
O=C(/C=C/c1ccc(F)cc1)N1CC[C@@]2(O)CCCC[C@H]2C1,15,5,1,1,2,18,-2,0,6
CCc1ccccc1N1CC23C=CC(O2)C(C(=O)O)C3C1=O (stereo not drawn),18,-5,-2,-13,1,0,2,-9,2
COc1ccc(C(=O)c2nccc3cc(OC)c(OC)cc23)cc1OC,65*,95*,20,50,24,89*,0,-86,92*
CCOCCCNc1c2c(nc3cc(-c4ccc(F)cc4)nn13)CCC2,-384,-1,-7,4,-2,-4,0,8,2
O=C(NCC1CCCO1)C1CCN(S(=O)(=O)c2cccnc2)CC1 (stereo not drawn),19,-9,-6,-11,-2,0,-1,0,-11
O=C(CSC1=N/C(=C/c2ccc(Cl)c(Cl)c2)C(=O)N1c1ccccc1F)NC1CC1,-396,2,-8,14,-15,-19,0,4,1
O=C(NCC1CCCO1)C(=O)N/N=C/c1ccc(O)c(Cl)c1 (stereo not drawn),7,0,-10,17,0,-5,-1,9,7
Cc1cc(C)n2cc(COc3ccc4ccccc4c3)nc2n1,-416,-13,1,14,0,-2,0,9,0
OCCC1CN(Cc2cc(F)ccc2-n2cccn2)CCN1Cc1ccc(F)cc1 (stereo not drawn),11,-4,-8,-12,1,-5,6,19,2
O=C1/C(=C/c2cccnc2)Oc2cc(OS(=O)(=O)c3ccc(Cl)cc3)ccc21,21,-3,-6,0,4,-6,-6,0,-7
Nc1c(Cl)c(Cl)nc(C(=O)OCC(=O)NCc2ccccc2)c1Cl,-20,-4,0,-2,-4,3,3,10,-2
O=C(CSc1nc2ccccc2n1CCc1ccccc1)NC1CCS(=O)(=O)C1 (stereo not drawn),31,-8,3,29,-3,-23,8,3,-10
CN(C)c1ccc(P(=O)(OC2CCCCC2)C(O)c2cccnc2)cc1 (stereo not drawn),23,7,1,-1,0,9,-1,3,6
O=C(N/N=C/c1ccc2c(c1)OCO2)/C(=C/c1ccc2c(c1)OCO2)NC(=O)c1ccccc1,-182,-3,1,1,-46,-23,1,-14,5
O=c1cc2c(nn1Cc1cccc(Cl)c1)-c1ccccc1CC2,-47,1,2,-2,-2,-14,-1,19,10
COc1ccc(C2Sc3nncn3N2Cc2ccc(C#N)cc2)cc1 (stereo not drawn),2,2,-4,-3,-1,3,1,2,9
COc1ccc([C@H]2/C=C\CN(C(=O)[C@H](Cc3ccccc3)NC(=O)OCC3c4ccccc4-c4ccccc43)CC(=O)N2Cc2ccc(F)cc2)cc1,1,-3,4,8,1,2,-8,-7,-7
CCCCc1c(C)nc2ccccc2c1SCCC#N,-1,3,-6,24,1,-3,1,8,4
CCc1c(C)nc(SCC(=O)c2cccs2)c(C#N)c1C,-6,-2,-6,12,-23,12,-3,-6,-7
CSc1ccccc1C(=O)C1CCCN(C(=O)c2ccc(N3CCOCC3)cc2)C1 (stereo not drawn),9,-3,-4,-3,0,12,-2,4,10
O=C(NC1CCN(C(=O)NC2CCCCC2)CC1)c1ccco1,3,-2,-3,2,0,-10,-3,-3,-10
CCSC1=N/C(=C\c2ccc(OC)cc2)C(=O)N1,-38,-5,-9,-5,-37,1,0,6,2

# Part of the list above, reformatted:
# Results follow in this order: SENP8 block-1	SENP8 block-2	HKDC1 inhibitor	PfGluPho inh	SENP1 FRET inh	SENP6 inh	beta cell repl	UBC13 polyUb	SENP7 block
CCc1ccccc1N1CC23C=CC(O2)C(C(=O)O)C3C1=O (stereo not drawn)
  18	-5	-2	-13	1	0	2	-9	2
COc1ccc(C(=O)c2nccc3cc(OC)c(OC)cc23)cc1OC
  65*	95*	20	50	24	89*	0	-86	92*

# 5 compounds from above, sorted by heavy-atom count, smallest number first.
SMILES,SENP8 block-1,SENP8 block-2,HKDC1 inhibitor,PfGluPho inh,SENP1 FRET inh,SENP6 inh,beta cell repl,UBC13 polyUb,SENP7 block
CCc1c(C)nc(SCC(=O)c2cccs2)c(C#N)c1C,-6,-2,-6,12,-23,12,-3,-6,-7
Nc1c(Cl)c(Cl)nc(C(=O)OCC(=O)NCc2ccccc2)c1Cl,-20,-4,0,-2,-4,3,3,10,-2
COc1ccc(C2Sc3nncn3N2Cc2ccc(C#N)cc2)cc1 (stereo not drawn),2,2,-4,-3,-1,3,1,2,9
CCc1ccccc1OCC(=O)Nc1cccc(S(=O)(=O)NC2=NCCCCC2)c1,9,0,-2,-5,0,3,2,-3,6
O=C(N/N=C/c1ccc2c(c1)OCO2)/C(=C/c1ccc2c(c1)OCO2)NC(=O)c1ccccc1,-182,-3,1,1,-46,-23,1,-14,5

# Additional records.
SMILES,SENP8 block-1,SENP8 block-2,HKDC1 inhibitor,PfGluPho inh,SENP1 FRET inh,SENP6 inh,beta cell repl,UBC13 polyUb,SENP7 block
CCCc1cc(=O)oc2cc(C)cc(OCC(=O)NC(Cc3c[nH]c4ccc(O)cc34)C(=O)O)c12 (stereo not drawn),-85,1,5,10,0,-5,-2,6,6
COc1cc(C(=O)NC(=S)Nc2ccc3c(c2)C(=O)N(C)C3=O)cc(OC)c1OC,28,-3,-6,6,24,8,0,-15,-6
CCOC(=O)c1c(C)n(C)c2ccc(OCC(O)Cn3nc(C)c(Br)c3C)cc12 (stereo not drawn),11,2,6,-4,5,19,-1,4,10
Cc1ccc(-c2csc(/C(C#N)=C/Nc3ccccc3SC(F)(F)F)n2)c(C)c1,13,-12,1,-7,1,-5,-6,-16,-8
CC(=O)c1ccc(NC(=O)C2Cc3ccccc3CN2C(=O)c2ccccc2)cc1 (stereo not drawn),-8,5,-7,68*,-2,-7,0,-4,5
Cc1ccc(NC(=O)C2CCCN2C(=O)OCc2ccccc2)cc1C (stereo not drawn),6,-11,4,-20,0,-2,-4,7,-3

# Record cards, as listed above:
# Shown for O=C(N/N=C/c1ccc2c(c1)OCO2)/C(=C/c1ccc2c(c1)OCO2)NC(=O)c1ccccc1 → SENP8 block-1 = -182; SENP8 block-2 = -3; HKDC1 inhibitor = 1; PfGluPho inh = 1; SENP1 FRET inh = -46; SENP6 inh = -23; beta cell repl = 1; UBC13 polyUb = -14; SENP7 block = 5
# Shown for N#C/C(=C\c1ccc(OC(F)F)cc1)C(=O)N1CCCCC1 → SENP8 block-1 = 17; SENP8 block-2 = 5; HKDC1 inhibitor = 2; PfGluPho inh = -9; SENP1 FRET inh = 1; SENP6 inh = 8; beta cell repl = -3; UBC13 polyUb = 8; SENP7 block = 10
